# From PubChem
# CD11b adhes inh – inhibitors of CD11b/CD18 adhesion to fibrinogen, primary screen, K562 cells, luminescence. Integrin beta-2 (Homo sapiens) + Integrin alpha-M (Homo sapiens), P05107+P11215. ATPlite luminescence; Mn2+ added to activate the integrin. inhibition, % at 10 µM. 0.54% of 93,000 active. AID 1497, 2009;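 active means primary inhibition of 50% or more at 10 µM, then 40% or more on retest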; further: some results filed as inactive read as strong as hits
# Target sequence (P05107 whole entry, looked up, other chains not shown): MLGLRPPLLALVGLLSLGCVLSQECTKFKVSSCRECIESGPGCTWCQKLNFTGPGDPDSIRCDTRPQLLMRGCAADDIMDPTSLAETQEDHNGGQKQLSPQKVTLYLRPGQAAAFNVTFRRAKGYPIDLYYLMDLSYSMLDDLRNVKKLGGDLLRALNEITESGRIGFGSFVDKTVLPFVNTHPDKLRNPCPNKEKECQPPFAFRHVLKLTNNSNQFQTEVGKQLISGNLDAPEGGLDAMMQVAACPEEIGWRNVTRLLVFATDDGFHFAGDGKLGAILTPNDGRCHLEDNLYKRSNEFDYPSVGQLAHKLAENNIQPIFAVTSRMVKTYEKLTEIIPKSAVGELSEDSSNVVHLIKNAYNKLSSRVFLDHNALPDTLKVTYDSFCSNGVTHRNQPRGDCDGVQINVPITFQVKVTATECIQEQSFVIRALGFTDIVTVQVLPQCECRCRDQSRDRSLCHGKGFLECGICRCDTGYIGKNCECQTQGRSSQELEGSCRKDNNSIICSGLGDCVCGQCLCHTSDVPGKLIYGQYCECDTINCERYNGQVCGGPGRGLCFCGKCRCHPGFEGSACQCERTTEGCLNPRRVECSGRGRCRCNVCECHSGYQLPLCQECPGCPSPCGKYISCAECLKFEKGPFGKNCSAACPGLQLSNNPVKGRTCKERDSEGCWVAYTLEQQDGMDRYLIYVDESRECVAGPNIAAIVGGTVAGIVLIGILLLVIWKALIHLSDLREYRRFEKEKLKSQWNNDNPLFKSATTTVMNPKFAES
# * hit, by the source's call. Only part of the results is shown (hit frequency here may not be typical).
SMILES,CD11b adhes inh
O=C(CSc1ccccc1)Nc1ccc(-c2nc3ccccc3[nH]2)cc1,0
CC1(C)CC(=O)C2=C(C1)OC(N)=C(C#N)C2c1cn(-c2ccccc2)nc1-c1ccc(F)cc1 (centres undefined),-9
CCNc1nc(NCc2ccccc2)nc(SCC(=O)Nc2ccccc2)n1,17
CC(C)CC(=O)Nc1nnc(SCC(=O)NCc2ccco2)s1,-28
COc1cccc(NCc2cc(=O)oc3cc(-c4ccccc4)c(O)cc23)c1,-17
CC1CCc2sc(C(=O)OCC(=O)NCc3ccc(F)cc3)cc2C1 (centres undefined),17
CSc1nc(Cl)c(Cc2ccc(OCC(C)C)cc2)c(N2CCOCC2)n1,79
CCOC(=O)Cc1csc(SCC(=O)NC2CCCC(C)C2C)n1 (centres undefined),4
CCOc1ccc(-n2c(-c3ccccc3)c[n+]3c2CCCCC3)cc1,80*
C/C(=N/Nc1ccc(F)cc1)c1ccc(Cl)s1,4
OCC(O)CSc1nc(-c2ccccc2)nc2c1CCC2 (centres undefined),-18
CCOc1ccc(CCNC(=O)CSc2nn(-c3ccc(C)c(Cl)c3)c(=S)s2)cc1OCC,14
COc1ccc(NC(=O)CCCc2c[nH]c3ccccc23)cc1OC,6
O=C(c1cccc(NS(=O)(=O)c2ccc(F)c(F)c2)c1)N1CCN(C(c2ccccc2)c2ccccc2)CC1,59
O=C(CSCc1ccc(Cl)cc1)Nc1ccc(-c2nnc(-c3ccccc3)o2)cc1,1
CCOc1cc(C=C2C(=O)c3ccccc3C2=O)ccc1OCC(=O)Nc1ccc(C)cc1,8
O=S(=O)(Nc1ccccn1)c1cnc(Cl)c(Br)c1,-2
O=C(NC1=NCCS1)c1sc2cc(F)ccc2c1Cl,16
COc1ccc(C(=O)NCC(=O)NCC(c2ccco2)N(C)C)cc1OC (centres undefined),1
O=C(C1=NN[C@@H]2C(=O)N(c3cccc(F)c3)C(=O)[C@H]12)C(c1ccccc1)c1ccccc1,2
N#Cc1ccc(N2CCc3ccccc3C2)c([N+](=O)[O-])c1,-11
N#C/C(=C\c1c[nH]c2ccccc12)c1nnc2n1CCCCC2,-8
CNC(=O)NC(=O)C(C)OC(=O)c1c2c(nc3ccccc13)/C(=C/c1cccs1)CC2 (centres undefined),4
O=C(NCc1ccc(-c2nc3ccccc3s2)cc1)c1ccco1,16
Cc1ccc(/C=N/N2C(=O)c3ccccc3NC2c2ccc(C)cc2)cc1 (centres undefined),23
COC(=O)CCC(=O)Nc1cc(S(=O)(=O)Nc2ccc(Cl)cc2)ccc1N1CCOCC1,13
CCN(CC(=O)NCc1ccc(F)cc1)C(=O)COc1ccc2ccccc2c1,9
CCOC(=O)c1c(C)[nH]c(C(=O)COC(=O)[C@H](C)NC(=O)c2ccccc2Cl)c1C,-1
Cc1ccc(C)c(SCC(=O)OCC(=O)Nc2ncc(C(F)(F)F)cc2Cl)c1,4
CCN1CCC2(CC1)N=C(c1ccc(F)cc1)C(=S)N2C(=O)c1ccc(C(C)(C)C)cc1,40
Cc1cc(C)n(CC(O)COc2ccccc2[N+](=O)[O-])n1 (centres undefined),18
COc1ccc(OCC(=O)N/N=C/c2ccsc2)cc1,9
CCOC(=O)N1CCc2c(sc3nc(SC(C)C)n(N)c(=O)c23)C1,4
COc1ccccc1N1CCN(C(=O)c2cccc3c(=O)c(C)c(-c4ccccc4)oc23)CC1,2
O=C(NCC1OCCc2ccccc21)c1ccc(NC(=O)c2cccc(Br)c2)cc1 (centres undefined),4
O=C(CCN1C(=O)c2ccccc2C1=O)Nc1ccc(-c2nc3ccccc3s2)cc1,0
CN(C)S(=O)(=O)c1ccc(NC(=O)C2CC3C=CC2C3)cc1 (centres undefined),6
CN(C)c1ccc(N=Cc2nc(-c3ccccc3)oc2OC(=O)c2cccc(Cl)c2)cc1,7
CCOc1cc(NC(=S)NCCCOC)c(OCC)cc1NC(=O)c1ccco1,19
C=CCn1c(SCC(=O)NCCOC)nnc1-c1cc2c(s1)CCC(CC)C2 (centres undefined),21
COC(=O)c1ccc(OCC(O)CN(CCO)CC(O)Cn2ccc3ccccc32)cc1 (centres undefined),0
CNc1ccc(NC(C)=O)cc1[N+](=O)[O-],-21
CN1CCN(/N=C/c2cccc(Cl)c2Cl)CC1,-2
Cc1cc[n+](-c2[nH]c(=O)sc2/C=N/NC([S-])=Nc2ccccc2)cc1,-14
O=C(COC(=O)/C=C/c1ccco1)Nc1ncc(C(F)(F)F)cc1Cl,-5
O=C(c1ccc(Cl)c([N+](=O)[O-])c1)N(Cc1ccccc1)C1CCS(=O)(=O)C1 (centres undefined),0
Cc1ccc(C2=NN(CC(=O)NCc3ccco3)C(=O)CC2)cc1,1
COc1ccccc1NC(=O)Nc1nnc(C(C)C)s1,-5
CCCCCC(=O)Nc1ccc(C(=O)N/N=C/c2ccc([N+](=O)[O-])cc2)cc1,-32
Cc1c(N=C2SCC(=O)N2/N=C\c2ccc(Br)cc2)c(=O)n(-c2ccccc2)n1C,7
COCCn1c(SCC(=O)Nc2ccc(C)cc2)nc2c(oc3ccccc32)c1=O,15
CC(C)Sc1nnc(CNC(=O)C23CC4CC(CC(C4)C2)C3)n1Cc1ccccc1,-2
COc1ccc(C2(C(=O)Nc3ccc(S(=O)(=O)Nc4nc(C)cc(C)n4)cc3)CCCC2)cc1OC,8
CN(C)c1ccnc2sc3c(SCc4ccc(Cl)cc4)ncnc3c12,-10
c1ccc(-c2csc(=Nc3cccnc3)n2CC2CCCO2)cc1 (centres undefined),11
Cc1cc(C)nc(NS(=O)(=O)c2ccc(NC(=O)C3(c4ccccc4)CCCC3)cc2)n1,-16
CC(=O)N1N=C(C)CC1c1ccc(OCc2ccccc2)cc1 (centres undefined),5
Cc1ccccc1Nc1sc(C(=O)Nc2cccc(Cl)c2)c(N)c1C(N)=O,2
O=C(CCNC(=O)c1ccccc1Cl)NCC12CC3CC(CC(C3)C1)C2,-9
CCN=C1S/C(=C\c2sccc2C)C(=O)N1CC,5

# (continued)
SMILES,CD11b adhes inh
Cc1ccc(NS(=O)(=O)c2cccc(C(=O)NCCc3c[nH]c4ccccc34)c2)c(C)c1,37
O=C(/C=C/c1ccc(S(=O)(=O)NCc2ccco2)cc1)NCc1ccccc1Cl,-1
CCCCSc1nnc(-c2ccccc2)c2ccccc12,58
COc1ccc(-c2cn(-c3ccc(OC)cc3)c(=S)[nH]2)cc1,6
Cc1nc([N+](=O)[O-])c(Sc2nc3ccc([N+](=O)[O-])cc3[nH]2)n1Cc1ccccc1,14
Cc1ccc(/C=C/C(=O)Nc2ncc(C)s2)o1,36
CC(=O)c1ccc(N2CCN(C(=S)Nc3cc(C)ccc3C)CC2)cc1,-10
CC(C)n1c(/C=C/c2ccccc2)nc2ccccc21,24
O=C(C[n+]1cc(-c2ccccc2)n2c1CCC2)OCc1ccccc1,10
O=C(N/N=C/c1c[nH]c2ccccc12)c1sc2ccccc2c1Cl,30
O=C(O)CCCNS(=O)(=O)c1ccc2c(c1)OCCCO2,-14
CC1CCCCN1CC(=O)Nc1ccccc1Sc1ccccc1 (centres undefined),35
O=C(CN1CCN(c2ccccc2Cl)CC1)NC1CCCc2ccccc21 (centres undefined),6
Cc1ccc(-n2nnnc2SC(C)C(=O)NCC(=O)Nc2ccc(F)c(F)c2F)c(C)c1 (centres undefined),26
CCOC(=O)C(NC(=O)NCc1ccc(OC)cc1)(OCC)C(F)(F)F (centres undefined),-2
O=C(CSCc1ccc(Cl)cc1Cl)Nc1c[nH]c(=O)[nH]c1=O,9
Cc1ccc(C)c(N2CCN(C(=O)c3csc4ccccc34)CC2)c1,15
COC(=O)c1ccc(NC(=O)CSC2=NCCN2)cc1,2
O=C1c2cccc3cccc(c23)C(=O)N1CC1CCN(S(=O)(=O)c2ccc(F)cc2)CC1,11
CCC(=O)Nc1ccc(Cl)c(NC(=S)NC(=O)c2cc3ccccc3o2)c1,21
CCOc1ccc(CNC(=O)c2ccc(Sc3ccc(Cl)cc3)c(NC(C)=O)c2)cc1OC,46
Clc1ccccc1-c1nc2ccccc2c2nc3ccccc3n12,-3
COc1ccc(/C=C/c2nnc(NC(=O)CSc3ccc(Cl)cc3)s2)cc1,-11
Cc1cccc(NC(=O)CSc2ccc(-c3ccco3)nn2)c1C,4
N#Cc1c(Nc2ccccc2)sc(C(=O)C2CC2)c1N,-2
CC(C)(C)C(=O)Oc1ccc2cc(-c3ccc4ccccc4n3)c(=O)oc2c1,17
N#CC1=C(N)N2C(=C(C#N)C1c1ccc(Br)cc1)Nc1ccccc12 (centres undefined),95
CC(=O)Nc1cccc(-c2csc(Nc3ccc(C)cn3)n2)c1,14
Cc1ccc(N2CCN(/N=C/C=C/c3ccccc3)CC2)cc1,-8
N#Cc1ccc(-c2nc3ccccc3nc2-c2ccccc2)cc1C#N,5
CC1CCCC(C)N1/N=C/c1cc(Br)cc(Br)c1O (centres undefined),-8
CC(=O)NC(=S)Nc1ccc(NC(=O)c2cccs2)cc1,-4
COC(=O)Cc1ccc(NC(=S)NN2CCOCC2)cc1,-6
O=C(NNC(=O)c1cc(-c2ccccc2)nn1-c1ccccc1)c1ccccc1,17
O=C(CNC(=O)c1ccccc1F)OCC(=O)N1CCCCC1,-9
Cc1ccnc(NC(c2ccncc2)c2c(C)[nH]c3ccccc23)c1 (centres undefined),15
CCOc1ccc2ccccc2c1/C=N/NC(=O)CNC(=O)C(c1ccccc1)c1ccccc1,-9
CCc1cccc2c1NC(=O)C21N2CCCC2C(C(=O)c2ccc3ccccc3c2)C12C(=O)Nc1ccccc12 (centres undefined),-6
O=C(COC(=O)Cc1ccccc1[N+](=O)[O-])NCc1ccc(F)cc1,-1
Cc1[nH]c2ccccc2c1C(=O)/C=C\c1ccccc1Cl,-2
COc1cc(NC(=O)CN2C(=O)C(c3ccccc3)=NC23CCCCCC3)cc(OC)c1,-3
Cc1ccc(S(=O)(=O)N2CCN(CC(=O)N/N=C/c3cc([N+](=O)[O-])ccc3Cl)CC2)cc1,5
Cc1cc(-c2n[nH]c(=S)n2Cc2ccco2)nn1C,-20
Cc1ccccc1NC(=O)/C(C#N)=C/c1ccsc1,-4
CC1CC(C)(C)CC2(C1)NC(=O)N(CC(=O)NCCc1c[nH]c3ccccc13)C2=O (centres undefined),-1
Cc1ccnc(NC(=O)C2(c3cccs3)CCOCC2)c1,-11
CC(=O)N=C1SC2CS(=O)(=O)CC2N1c1ccc(-c2nc3ccc(C)cc3s2)cc1 (centres undefined),-37
Cc1cc(C)cc(-n2c(SCC(=O)Nc3cccc(S(=O)(=O)NC4=NCCCCC4)c3)nc3ccccc3c2=O)c1,-17
O=C(/C=C/c1cccs1)Nc1cccc(NC(=O)/C=C/c2cccs2)n1,40
O=C(N/N=C/c1ccccc1)c1[nH]c2ccc(Br)cc2c1-c1ccccc1,11
O=C(Nc1ccc([N+](=O)[O-])cc1)C1CC1(c1ccccc1)c1ccccc1 (centres undefined),-8
C/C(=N/Nc1nc(-c2ccccc2)cc(-c2ccccc2)n1)c1ccc(N)cc1,15
O=[N+]([O-])c1ccccc1Sc1nccn1Cc1ccccc1,-3
CC(=O)Nc1sc(N/N=C\c2ccccc2F)nc1-c1cccs1,7
CCCNC(=O)CCc1cc(C(C)(C)C)c(O)c(C(C)(C)C)c1,-2
COc1ccc(NC(=O)CN(c2ccc([N+](=O)[O-])cc2)S(=O)(=O)c2ccccc2)c(OC)c1,11
CC(C)C(=O)Nc1ccccc1C(=O)OCC(=O)c1ccc2c(c1)OCCO2,-1
Cc1ccccc1OCC(=O)N/N=C/c1ccc([N+](=O)[O-])o1,-7
O=C(NNC(=S)NCc1ccco1)c1cccs1,-18
COc1ccc(/C=N/Nc2nc(=O)[nH]nc2C)cc1[N+](=O)[O-],11

# Following part
SMILES,CD11b adhes inh
CCOC(=O)C1=C(c2ccc(OC)cc2)C(=O)c2ccccc2C1=O,48
CCCCc1ccc(NC(=S)Nc2ccc(Nc3ccc(OC)cc3)cc2)cc1,15
Cc1ccc(C(=O)c2coc3cc([N+](=O)[O-])c(O)c([N+](=O)[O-])c23)cc1,78
COC(=O)C1=C(NC(C)=O)CCS1,3
CCCCNC(=O)COC(=O)CCC(=O)c1cccs1,0
Cc1ccc(S(=O)(=O)c2c(C(=O)c3ccccc3)cnc3cc4c(cc23)OCCO4)cc1,1
COc1ccc(C2CC(c3ccc(Cl)cc3)=NN2C(=O)c2cccc([N+](=O)[O-])c2)cc1 (centres undefined),-11
CC(=O)Nc1cccc2ncccc12,5

# 20 structures from above, sorted by molecular weight, ascending.
SMILES,CD11b adhes inh
CC(=O)Nc1cccc2ncccc12,5
Cc1ccccc1NC(=O)/C(C#N)=C/c1ccsc1,-4
N#Cc1c(Nc2ccccc2)sc(C(=O)C2CC2)c1N,-2
COc1ccccc1NC(=O)Nc1nnc(C(C)C)s1,-5
COC(=O)c1ccc(NC(=O)CSC2=NCCN2)cc1,2
Cc1ccnc(NC(=O)C2(c3cccs3)CCOCC2)c1,-11
COc1ccc(/C=N/Nc2nc(=O)[nH]nc2C)cc1[N+](=O)[O-],11
COC(=O)Cc1ccc(NC(=S)NN2CCOCC2)cc1,-6
COc1ccc(NC(=O)CCCc2c[nH]c3ccccc23)cc1OC,6
Cc1ccc(C)c(N2CCN(C(=O)c3csc4ccccc34)CC2)c1,15
Cc1ccc(/C=N/N2C(=O)c3ccccc3NC2c2ccc(C)cc2)cc1 (centres undefined),23
O=C(CSc1ccccc1)Nc1ccc(-c2nc3ccccc3[nH]2)cc1,0
O=C(/C=C/c1cccs1)Nc1cccc(NC(=O)/C=C/c2cccs2)n1,40
CSc1nc(Cl)c(Cc2ccc(OCC(C)C)cc2)c(N2CCOCC2)n1,79
O=C(c1ccc(Cl)c([N+](=O)[O-])c1)N(Cc1ccccc1)C1CCS(=O)(=O)C1 (centres undefined),0
CC1CC(C)(C)CC2(C1)NC(=O)N(CC(=O)NCCc1c[nH]c3ccccc13)C2=O (centres undefined),-1
O=C(N/N=C/c1ccccc1)c1[nH]c2ccc(Br)cc2c1-c1ccccc1,11
C=CCn1c(SCC(=O)NCCOC)nnc1-c1cc2c(s1)CCC(CC)C2 (centres undefined),21
O=C(C1=NN[C@@H]2C(=O)N(c3cccc(F)c3)C(=O)[C@H]12)C(c1ccccc1)c1ccccc1,2
Cc1ccc(S(=O)(=O)c2c(C(=O)c3ccccc3)cnc3cc4c(cc23)OCCO4)cc1,1
